Screening data: PubChem, Sanford-Burnham Center for Chemical Genomics
UPR CHOP act = activators of apoptotic arm of unfolded protein response (CHOP). CHO-CHOP luciferase reporter, UPR activation, luminescence; percent of tunicamycin response over DMSO baseline. 0.34% of 330,000 active. activation, % at 10 µM;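 active means at 10 µM dose, activation of 40% or more, normalized to positive control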;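 further: 100% = tunicamycin at 10 µg/mL and 0% = DMSO alone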
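System: CHO-CHOP luciferase reporter cell line | Buffer or medium: F12 medium containing 10% fetal bovine serum | Doses: One dose, 10 µM in 0.5% DMSO | Times: 6 h compound exposure at 37 °C after overnight seeding | Signal: Luciferase luminescence | Read-out: % activation vs tunicamycin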
Jurkat NFkB inh = lowers PMA/ionomycin-induced NF-kB signal in Jurkat cells | PMA/ionomycin-induced NF-kB luciferase reporter, luminescence | inhibition, % at 4 µM | 0.53% of 330,000 active; in the data active means inhibition above about 50%
APJ agonist = APJ receptor agonism; P35414; CHO-K1 APJ PathHunter beta-arrestin, luminescence; 0% DMSO wells, 100% apelin; activation, % at 20 µM; 0.11% of 330,000 active;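 active means activation more than six SD over the plate average, tested at 20 µM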;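 further: 0% = DMSO alone and 100% = apelin-13 at 10 nM; some results filed as inactive read as strong as hits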
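Assay system – PathHunter CHO-K1 APJ (AGTRL-1) beta-arrestin reporter cells · Compound – one dose, 20 µM compound, 1% DMSO · Timing – compound 90 min 25 °C, reagent 1 h · Measured by – luminescence from split beta-galactosidase complementation, Galacton Star/Emerald II substrate · Measure – beta-arrestin recruitment to APJ as agonist activity, luminescent signal · Benchmarks – DMSO vs Apelin-13 10 nM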
tim23-1 inh = growth inhibitors of tim23-1 mutant yeast | inhibition, % at 20 µM | S. cerevisiae tim23-1 growth, BacTiter-Glo luminescence, 24 h | 1.3% of 330,000 active;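 active means growth inhibition of the mutant yeast at or above 50%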;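 further: temperature-sensitive mutant grown at 25 °C; plate controls were DMSO-treated mutant yeast for no effect and medium wells lacking yeast for full effect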
697 NFkB inh = inhibitors of the PMA/ionomycin-induced NF-kB reporter in 697 B cells. 697 B-cell NF-kB luciferase reporter, 16 h. inhibition, % at 4 µM. 0.33% of 330,000 active; in the data active means inhibition above about 35%
Mdm2-MdmX inh = disrupts the human Mdm2-MdmX interaction; O15151+Q00987; SaOS-2 split-luciferase Mdm2/MdmX complementation, luminescence; inhibition, % at 8 µM; 3% of 330,000 active; AID 485346;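 active means inhibition of at least 50% at 8 µM in the primary screen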
Target sequence (O15151 whole entry, looked up): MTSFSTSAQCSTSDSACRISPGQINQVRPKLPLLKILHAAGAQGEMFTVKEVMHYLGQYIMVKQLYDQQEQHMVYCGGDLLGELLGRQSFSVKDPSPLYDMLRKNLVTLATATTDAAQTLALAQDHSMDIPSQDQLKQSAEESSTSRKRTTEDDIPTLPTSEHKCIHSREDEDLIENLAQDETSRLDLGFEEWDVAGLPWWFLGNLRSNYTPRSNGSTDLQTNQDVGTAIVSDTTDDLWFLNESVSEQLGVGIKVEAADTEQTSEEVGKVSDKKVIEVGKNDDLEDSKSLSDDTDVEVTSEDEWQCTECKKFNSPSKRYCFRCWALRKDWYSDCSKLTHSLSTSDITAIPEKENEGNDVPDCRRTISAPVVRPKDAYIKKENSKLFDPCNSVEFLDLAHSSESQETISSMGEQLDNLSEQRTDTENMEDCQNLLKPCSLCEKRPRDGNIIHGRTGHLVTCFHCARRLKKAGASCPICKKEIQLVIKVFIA
Target sequence (Q00987 whole entry, looked up): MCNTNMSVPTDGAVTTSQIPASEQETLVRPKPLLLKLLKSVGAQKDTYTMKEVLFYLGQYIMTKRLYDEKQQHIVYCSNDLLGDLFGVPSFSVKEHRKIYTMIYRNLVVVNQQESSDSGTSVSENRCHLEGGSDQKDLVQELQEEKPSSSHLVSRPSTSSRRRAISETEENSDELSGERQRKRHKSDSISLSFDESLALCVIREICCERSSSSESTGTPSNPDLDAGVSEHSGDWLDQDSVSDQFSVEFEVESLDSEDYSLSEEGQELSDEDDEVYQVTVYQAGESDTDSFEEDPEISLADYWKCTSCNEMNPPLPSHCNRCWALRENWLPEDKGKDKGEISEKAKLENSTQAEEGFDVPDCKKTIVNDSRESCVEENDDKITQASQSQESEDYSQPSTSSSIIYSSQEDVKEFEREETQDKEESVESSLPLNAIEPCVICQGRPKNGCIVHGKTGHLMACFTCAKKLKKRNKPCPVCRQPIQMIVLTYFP
UPR XBP1 act = adaptive UPR (XBP1) activation. CHO-XBP1 luciferase reporter, IRE1-XBP1 UPR activation, luminescence; percent of tunicamycin response, DMSO as zero. activation, % at 20 µM. 0.33% of 330,000 active. AID 463104;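 active means versus positive control, 20 µM dose yields 30% or more activation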;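 further: 100% = tunicamycin at 10 µg/mL and 0% = DMSO only wells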
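incubation = overnight seeding at 37 °C, 6 h compound treatment at 37 °C | assay system = CHO-XBP1 cells stably carrying IRE1-XBP1-driven luciferase reporter | input = 1000 cells per well | detection = luciferase luminescence | dosing = single point, 20 µM final compound, 1% DMSO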
APJ antagonist = APJ receptor antagonism. CHO-K1 APJ beta-arrestin complementation, luminescence. 0.32% of 330,000 active. inhibition, % at 20 µM;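 active means inhibition above about 40% at 20 µM, limit read from the data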;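 further: cells challenged with 10 nM apelin-13 agonist together with compound; plate controls were apelin-13 plus DMSO wells for no effect and DMSO wells lacking apelin-13 for full effect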
* hit, by the source's call; i = inactive. Not a hit list; about 5% have a hit in one of these screens.

cpd	Compound	UPR CHOP act	Jurkat NFkB inh	APJ agonist	tim23-1 inh	697 NFkB inh	Mdm2-MdmX inh	UPR XBP1 act	APJ antagonist
1	Nn1c(COc2cccc(Cl)c2)nc2ccccc2c1=O	4.2	8	-1	12	-7	-9	2	6
2	Cc1ccc(S(=O)(=O)NC(=NC2CCCCC2)c2ccccc2)cc1	-4.1	2	-1	21	16	-23	-2	5
3	CC1(C)CC(=O)c2cc(OCC(=O)N3CCOCC3)ccc2O1	1.2	2	-1	2	8	24	2	17
4	C#CCNc1nc(C)nc2c1nnn2Cc1ccccc1F	0.0	-6	-3	-25	7	-5	0	6
5	Cc1cc(C=O)c(C)n1-c1sc2c(c1C(=O)O)CCCC2	-0.1	15	-1	26	-2	6	-5	-17
6	c1ccc(Cn2nnnc2C(c2cccnc2)N2CCN(c3ccccc3)CC2)cc1 (stereo not given)	-0.8	-4	5	-173	-38	-4	0	-16
7	CS/C(=N\S(=O)(=O)c1cccs1)Nc1ccc(F)cc1	-0.2	0	0	8	-2	-7	-4	7
8	Cc1cc(Cl)c(OCCCNCc2ccccc2)c(Br)c1	-1.2	-33	-1	31	-18	37	1	-20
9	CCc1ccc(O)c(N=Cc2ccccc2O)c1	1.4	-61	2	20	-84	-9	4	-27
10	COc1ccccc1CNC(=S)Nc1ccc2nc(N3CCN(C)CC3)cc(C)c2c1	4.4	-5	-2	18	-25	54*	-1	8

The list goes on:
cpd	Compound	UPR CHOP act	Jurkat NFkB inh	APJ agonist	tim23-1 inh	697 NFkB inh	Mdm2-MdmX inh	UPR XBP1 act	APJ antagonist
11	O=C(CSCc1ccc(F)cc1)N1CCN(c2ccc(F)cc2)CC1	1.4	-8	-1	27	-3	4	-3	-19
12	COc1cccc(NC(=O)CN(C)C(=O)c2cccnc2Nc2cccc(C(F)(F)F)c2)c1	-1.6	4	-1	34	28	23	-3	-12
13	CC1CCCN(CCC(=O)Nc2ccc(Br)cc2)C1 (stereo not given)	-0.4	-13	-2	4	-8	-16	1	-20
14	CCOC(=O)Nc1nc(-c2ccc(Cl)cc2Cl)cs1	1.6	-18	-2	41	-5	-8	0	-3
15	COc1ccc(NC(=O)CSc2ccc3nnc(-c4cccnc4)n3n2)c(OC)c1	-0.3	-26	-2	18	6	-2	-4	-3
16	CN1CCN(NS(=O)(=O)c2ccc(Cl)cc2)CC1	2.5	20	1	0	9	28	-4	6
17	Nc1nc(NCCOCCO)nc(NC2CCCCC2)c1[N+](=O)[O-]	0.7	6	-3	20	-12	13	18	-4
18	O=C(NNC(=O)c1ccccc1O)c1ccc(Br)cc1	5.4	-18	-4	5	-40	19	3	-5
19	O=C(Nc1ccccc1F)Nc1ccccc1OC(F)F	-0.3	0	4	31	-4	4	2	5
20	CC(=O)Nc1cccc(NC(=O)c2c(-c3c(Cl)cccc3Cl)noc2C)c1	0.5	18	-2	9	-9	8	-6	-9

Next part:
cpd	Compound	UPR CHOP act	Jurkat NFkB inh	APJ agonist	tim23-1 inh	697 NFkB inh	Mdm2-MdmX inh	UPR XBP1 act	APJ antagonist
21	C=CCn1c(-c2ccc(OC)c(OC)c2)n[nH]c1=S	0.1	-1	3	8	6	4	-1	7
22	C/C(Cl)=C\C[N+](C)(C)CC(=O)OCCc1ccccc1	0.6	0	-1	-3	-2	11	1	-4
23	CC(=O)c1ccc(S(=O)(=O)N2CCC3(CC2)CC(=O)c2ccccc2O3)cc1	1.7	18	3	24	18	18	-4	12
24	COc1ccc(SCC(=O)Nc2ccc(N3CCN(C)CC3)c(F)c2)cc1	-2.7	-16	0	17	-13	42	-1	5
25	CC1=C(C(=O)Nc2ccccc2C(F)(F)F)C(c2sccc2C)NC(=S)N1 (stereo not given)	1.4	-4	-3	7	1	13	0	12
26	O=c1oc(-c2ccco2)nc2ccccc12	-2.4	-26	-3	28	-19	-25	-5	0
27	O=C(C1CCCN(S(=O)(=O)c2cccc3cccnc23)C1)N1CCc2ccccc21 (stereo not given)	-1.0	9	-1	7	-11	-18	2	5
28	C=C(C)CN(CC)C(=O)CCc1nnc(CCc2c[nH]c3ccccc23)o1	0.8	13	-4	11	12	12	-2	19
29	COc1ccc(CCC(=O)Nc2cc(Cl)ccc2N2CCN(C)CC2)cc1	0.1	-17	0	1	-13	-2	4	3
30	Cc1cc(C(=O)NC2CCCc3c2cnn3-c2cccc(C)c2C)no1 (stereo not given)	1.9	-53	-3	16	i	93*	-6	3

Exported with two lines to a compound: 14 of the compounds above.
Every second line gives: UPR CHOP act, Jurkat NFkB inh, APJ agonist, tim23-1 inh, 697 NFkB inh, Mdm2-MdmX inh, UPR XBP1 act, APJ antagonist
14) CCOC(=O)Nc1nc(-c2ccc(Cl)cc2Cl)cs1
  1.6, -18, -2, 41, -5, -8, 0, -3
15) COc1ccc(NC(=O)CSc2ccc3nnc(-c4cccnc4)n3n2)c(OC)c1
  -0.3, -26, -2, 18, 6, -2, -4, -3
16) CN1CCN(NS(=O)(=O)c2ccc(Cl)cc2)CC1
  2.5, 20, 1, 0, 9, 28, -4, 6
17) Nc1nc(NCCOCCO)nc(NC2CCCCC2)c1[N+](=O)[O-]
  0.7, 6, -3, 20, -12, 13, 18, -4
18) O=C(NNC(=O)c1ccccc1O)c1ccc(Br)cc1
  5.4, -18, -4, 5, -40, 19, 3, -5
19) O=C(Nc1ccccc1F)Nc1ccccc1OC(F)F
  -0.3, 0, 4, 31, -4, 4, 2, 5
20) CC(=O)Nc1cccc(NC(=O)c2c(-c3c(Cl)cccc3Cl)noc2C)c1
  0.5, 18, -2, 9, -9, 8, -6, -9
21) C=CCn1c(-c2ccc(OC)c(OC)c2)n[nH]c1=S
  0.1, -1, 3, 8, 6, 4, -1, 7
22) C/C(Cl)=C\C[N+](C)(C)CC(=O)OCCc1ccccc1
  0.6, 0, -1, -3, -2, 11, 1, -4
23) CC(=O)c1ccc(S(=O)(=O)N2CCC3(CC2)CC(=O)c2ccccc2O3)cc1
  1.7, 18, 3, 24, 18, 18, -4, 12
24) COc1ccc(SCC(=O)Nc2ccc(N3CCN(C)CC3)c(F)c2)cc1
  -2.7, -16, 0, 17, -13, 42, -1, 5
25) CC1=C(C(=O)Nc2ccccc2C(F)(F)F)C(c2sccc2C)NC(=S)N1 (stereo not given)
  1.4, -4, -3, 7, 1, 13, 0, 12
26) O=c1oc(-c2ccco2)nc2ccccc12
  -2.4, -26, -3, 28, -19, -25, -5, 0
27) O=C(C1CCCN(S(=O)(=O)c2cccc3cccnc23)C1)N1CCc2ccccc21 (stereo not given)
  -1.0, 9, -1, 7, -11, -18, 2, 5

Next section
cpd	Compound	UPR CHOP act	Jurkat NFkB inh	APJ agonist	tim23-1 inh	697 NFkB inh	Mdm2-MdmX inh	UPR XBP1 act	APJ antagonist
31	O=C(CSc1ncccc1C(=O)O)NCCC1=CCCCC1	2.1	-1	-1	17	19	-23	-2	-10
32	COC(=O)c1c(O)cc(C(C)(C)C)n(-c2ccc(F)cc2)c1=O	-1.7	5	0	13	2	-21	-1	1
33	CC(=O)Nc1ccc(NS(=O)(=O)c2ccc3c(c2)oc(=O)n3C)cc1	0.5	-1	0	15	-25	-9	-2	-19
34	Cc1nnc(Sc2c(N)n(C)c(=O)n(C)c2=O)s1	-0.3	0	0	3	7	-7	0	-8
35	CCOC(=O)c1sc(=NC(=O)CCS(=O)(=O)c2ccccc2)n(C)c1C	0.3	-2	0	6	-3	14	-4	0
36	CC(=O)c1c(C(C)=O)c(C)n(C(c2ccccc2)c2ccccc2)c1C	-0.5	0	-3	14	-18	-23	-1	2
37	CCOC(=O)Cn1c(=NC(=O)C(C)(C)C)sc2cc([N+](=O)[O-])ccc21	-0.9	9	-3	7	16	-1	2	6
38	O=C(Nc1c(-c2ccccc2)nc2ccccn12)c1cccs1	0.9	-1	-2	-1	14	15	-2	5
39	O=C(c1ccc(N2CCCCS2(=O)=O)cc1)N1CCN(c2ccc(N3CCOCC3)nn2)CC1	-1.5	2	-2	-11	13	11	-4	-9
40	N/C(=N\OC(=O)c1cccc(F)c1)c1ccccn1	-8.5	-113	1	16	-166	-85	-8	-48

Remaining list, next part.
cpd	Compound	UPR CHOP act	Jurkat NFkB inh	APJ agonist	tim23-1 inh	697 NFkB inh	Mdm2-MdmX inh	UPR XBP1 act	APJ antagonist
41	Cc1cccc(NCc2ccc(O)c3ncccc23)c1C	2.4	34	-4	-7	-37	74*	5	-1
42	CN(C)CCN=Cc1c(O)n(Cc2ccccc2)c(=O)c2ccccc12	1.2	-13	-4	1	-22	9	1	-19
43	Cc1nonc1NC(=O)CSc1nc2ccccc2[nH]1	-2.1	0	-6	13	-1	21	-1	5
44	CN(C)Cc1c(C(=O)N/N=C/C=C/c2ccccc2)nnn1-c1nonc1N	-2.3	-5	0	2	18	16	-2	-15
45	COc1ccc(SCc2noc(C(=O)NC(C)C)c2C(=O)O)cc1	-2.2	-1	0	-6	12	14	-2	-14
46	CCCCNC(=O)COC(=O)c1ccccc1F	0.4	-3	-1	15	11	-17	0	-5
47	O=C(CCCc1nc(-c2ccccc2)no1)N1CCOCC1	1.8	2	-4	5	-4	-7	1	3
48	COC(=O)NNC(=O)COc1cc(C)ccc1C	-1.3	-2	-3	9	-4	-13	-3	-14
49	CCCn1c(N)c(N(C)C)c(=O)n(CC(=O)Nc2ccc(OC(F)(F)F)cc2)c1=O	0.0	-26	11	6	14	1	-1	-6
50	COC(=O)NNS(=O)(=O)c1ccc(C)cc1	-1.9	-18	-2	4	-25	5	-1	2

Carrying on.
cpd	Compound	UPR CHOP act	Jurkat NFkB inh	APJ agonist	tim23-1 inh	697 NFkB inh	Mdm2-MdmX inh	UPR XBP1 act	APJ antagonist
51	O=C(c1cnc2ccccc2n1)N1CCN(c2ccc(C(F)(F)F)cn2)CC1	0.3	4	-6	24	8	3	-4	7
52	COc1ccccc1C1C([N+](=O)[O-])=CC([N+](=O)[O-])=CN1C (stereo not given)	25	20	1	22	16	1	51*	5
53	O=C(NCCCN1CCCCC1)C1CCN(c2ncnc3c2nc2n3CCCCC2)CC1	0.4	-1	2	-7	3	-9	1	-27
54	CCOC(=O)C1(CC2CCCCO2)CCN(C(=O)Nc2ccc(C(=O)OC)cc2)CC1 (stereo not given)	-0.5	-9	-3	22	-16	2	-5	0
55	COc1ccc(CSc2nnnn2-c2ccc(C(N)=O)cc2)cc1[N+](=O)[O-]	-1.4	-17	-1	1	12	6	-4	-3
56	O=C(Nc1cc2c(cc1C(=O)O)OCCCO2)c1ccc(C(F)(F)F)cc1	3.3	-9	0	9	-77	-54	12	16
57	CCOC(=O)[C@H]1[C@H]2COc3ccc(C)cc3[C@@H]2N2C(=O)[C@@H](CO)NC(=O)[C@@]12C	-0.8	-12	-3	-1	-3	-2	-3	-8
58	COc1ccc(Nc2ncc(C(=O)O)c3ccccc23)cc1	-1.3	7	1	-2	-2	-12	2	9
59	NC(Cc1ccc2nonc2c1)C(=O)O (stereo not given)	-1.9	14	-3	-1	13	0	-2	-22
60	COc1ccc(NCCC#N)cc1	-1.2	-20	-3	-5	-3	12	-3	9
61	C#CCOCCOCCOCCNc1nc(N2CCN(C(=O)[C@H]([C@@H](C)O)n3cc(CCCCN)nn3)CC2)nc(N2CCN(C(=O)[C@H](CCCCN)n3cc(CCCC)nn3)CC2)n1	0.4	6	3	14	7	6	0	0
62	O=C(COc1ccc2c3c(c(=O)oc2c1)CCC3)NCc1cccnc1	2.4	2	-3	10	20	35	-3	14
